# From PubChem
# PAFAH1B2 FP inh = PAFAH1B2 enzyme inhibitors, primary screen, biochemical, fluorescence polarization, human; recombinant PAFAH1B2, FP-rhodamine activity probe; hit rate 1.2% among 340,000; Platelet-activating factor acetylhydrolase IB subunit alpha2 (Homo sapiens), P68402; inhibition, % at 3.39 µM;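 active means inhibition above the mean of all tested compounds plus 3 SD, cut at about 24% in these data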;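 further: 0% = enzyme with DMSO and 100% = wells lacking PAFAH1B2; many of its hits are not listed in these tables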
# PAFAH1B3 inh = PAFAH1B3 enzyme inhibitors, primary screen, biochemical, fluorescence polarization, human. Platelet-activating factor acetylhydrolase IB subunit alpha1 (Homo sapiens), Q15102. inhibition, % at 3.39 µM. recombinant PAFAH1B3, FP-rhodamine probe. hit rate 0.28% among 340,000;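 active means inhibition above the screen-wide average of all tested compounds plus 3 SD, cut at about 25% in these data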;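 further: 0% = enzyme with DMSO only and 100% = wells lacking PAFAH1B3 protein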
# PAFAH2 FP inh = PAFAH2 enzyme inhibitors, primary screen, biochemical, fluorescence polarization, human; hit rate 0.99% among 340,000; Platelet-activating factor acetylhydrolase 2, cytoplasmic (Homo sapiens), Q99487; recombinant PAFAH2, FP-rhodamine activity probe; inhibition, % at 3.39 µM;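 active means inhibition above the mean over all tested compounds plus 3 SD, cut at about 30% in these data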;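 further: inhibitors block probe labeling of enzyme so polarization drops; 0% = enzyme with DMSO and 100% = wells lacking PAFAH2 protein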
# GSTO1 inh = inhibitors of recombinant GSTO1, primary screen, counter-screen for RBBP9 inhibitor project, biochemical, fluorescence polarization | activity-based probe fluorescence polarization | inhibition, % at 5.96 µM | hit rate 1.1% among 300,000 | AID 1974, 2009;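 active means inhibition above the campaign mean inhibition plus 3 SD, cut at about 35% in these data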;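 further: 0% = GSTO1-1 with DMSO and 100% = wells lacking GSTO1-1 enzyme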
# Target sequence (P78417 whole entry, looked up): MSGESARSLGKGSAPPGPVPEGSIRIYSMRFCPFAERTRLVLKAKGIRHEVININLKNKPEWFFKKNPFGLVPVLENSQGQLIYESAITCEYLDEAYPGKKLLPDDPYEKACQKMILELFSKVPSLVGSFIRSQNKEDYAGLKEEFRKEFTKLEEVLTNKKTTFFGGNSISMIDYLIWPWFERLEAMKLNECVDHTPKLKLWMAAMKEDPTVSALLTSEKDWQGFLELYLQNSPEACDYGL
# PREPL inh = PREPL enzyme inhibitors, primary screen, biochemical, fluorescence polarization; hit rate 0.68% among 320,000; recombinant PREPL, fluorescence polarization activity-based probe; inhibition, % at 5.96 µM; AID 2751, 2010; Prolyl endopeptidase-like (Homo sapiens), Q4J6C6; in the data active means inhibition above about 43%;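 further: 0% = enzyme with DMSO and 100% = wells lacking enzyme; many of its hits are not listed in these tables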
# Target sequence (Q4J6C6 whole entry, looked up): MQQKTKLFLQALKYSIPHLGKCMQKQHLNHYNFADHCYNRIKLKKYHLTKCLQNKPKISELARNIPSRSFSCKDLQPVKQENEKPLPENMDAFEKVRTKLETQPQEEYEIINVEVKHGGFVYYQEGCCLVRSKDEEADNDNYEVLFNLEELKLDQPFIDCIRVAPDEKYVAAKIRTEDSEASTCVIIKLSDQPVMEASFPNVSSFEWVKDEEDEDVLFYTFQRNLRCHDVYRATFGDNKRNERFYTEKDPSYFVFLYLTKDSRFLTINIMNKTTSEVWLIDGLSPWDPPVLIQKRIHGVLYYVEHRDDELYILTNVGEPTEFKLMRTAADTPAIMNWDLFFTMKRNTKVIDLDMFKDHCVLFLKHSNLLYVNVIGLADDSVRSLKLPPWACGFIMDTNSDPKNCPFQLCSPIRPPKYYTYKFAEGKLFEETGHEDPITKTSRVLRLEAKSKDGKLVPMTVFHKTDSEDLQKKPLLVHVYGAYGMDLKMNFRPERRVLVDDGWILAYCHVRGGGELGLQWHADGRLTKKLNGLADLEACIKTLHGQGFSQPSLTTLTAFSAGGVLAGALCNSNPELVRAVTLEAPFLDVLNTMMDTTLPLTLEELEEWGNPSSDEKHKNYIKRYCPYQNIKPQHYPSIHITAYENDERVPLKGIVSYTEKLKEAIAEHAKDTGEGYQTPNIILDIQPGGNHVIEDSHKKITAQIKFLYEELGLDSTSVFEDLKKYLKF
# PAD4 FP inh = human PAD4 inhibitors, primary screen, biochemical, fluorescence polarization, 1536-well format; recombinant PAD4, RCA probe fluorescence polarization; AID 485272, 2010; hit rate 0.41% among 330,000; Protein-arginine deiminase type-4 (Homo sapiens), Q9UM07; inhibition, % at 6.36 µM;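 active means percent inhibition above a cutoff equal to the mean of all tested compounds plus 3 SD, cut at about 15% in these data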;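 further: 0% = PAD4 with RCA probe and DMSO and 100% = probe without PAD4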
# LYPLA1 inh = LYPLA1 inhibitors, primary screen, counter-screen for PME1 inhibitor project, biochemical, fluorescence polarization, FP-Rh probe ABPP; recombinant LYPLA1; inhibition, % at 5.9 µM; hit rate 0.16% among 320,000; AID 2174, 2009;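 active means inhibition above the mean of all tested compounds plus 3 SD, set per campaign, cut at about 14% in these data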;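 further: inhibitors block serine hydrolase probe labeling of LYPLA1 so polarization falls; 0% = enzyme with DMSO and 100% = wells lacking LYPLA1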
# LYPLA2 counter = LYPLA2 inhibitors, primary screen, counter-screen for PME1 inhibitor project, biochemical, fluorescence polarization, FP-Rh probe ABPP; Acyl-protein thioesterase 2 (Homo sapiens), O95372; recombinant LYPLA2; inhibition, % at 5.9 µM; hit rate 0.38% among 320,000; AID 2177, 2009;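 active means inhibition above the screen-wide mean plus 3 SD, limit set per campaign, cut at about 26% in these data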;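 further: 0% = LYPLA2 with DMSO and 100% = wells lacking LYPLA2 enzyme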
# pPAFAH inh = pPAFAH enzyme inhibitors, primary screen, biochemical, fluorescence polarization, human | recombinant pPAFAH, FP-rhodamine probe fluorescence polarization | hit rate 1.5% among 330,000 | Platelet-activating factor acetylhydrolase (Homo sapiens), Q13093 | inhibition, % at 3.39 µM;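 active means inhibition above the mean inhibition across the screen plus 3 SD, cut at about 25% in these data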;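 further: inhibitors block binding of the rhodamine activity-based probe so polarization drops; 0% = enzyme with DMSO and 100% = wells lacking pPAFAH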
# An asterisk follows results filed as active; . = not tested or not shown.
SMILES,PAFAH1B2 FP inh,PAFAH1B3 inh,PAFAH2 FP inh,GSTO1 inh,PREPL inh,PAD4 FP inh,LYPLA1 inh,LYPLA2 counter,pPAFAH inh
Cc1oc2cc(O)ccc2c(=O)c1-c1cnn(-c2ccccc2)c1,1,1,-3,-3,-5,-1,0,1,4
O=C(Nc1ccc2c(c1)OCCO2)C1CCN(S(=O)(=O)c2ccc(Br)s2)CC1,17,2,9,5,15,-2,0,2,9
COc1cc(/C=C2\SC(=S)N(NC(=O)c3ccccc3O)C2=O)ccc1O,-94,-150,-174,-48,-157,-49,-103,-207,-60
COc1ccc2cc(CCNC(=O)CC(C)(C)C)c(=O)[nH]c2c1,3,5,-2,0,-2,1,0,1,3
N#CC(C#N)C(c1ccsc1)c1c(-c2ccccc2)[nH][nH]c1=O (stereo unspecified),4,0,11,25,9,-9,5,7,2
O=C1CCCN1Cc1ccccc1,-4,8,-6,3,-9,-2,-4,-6,6
CC(C)OC(=O)CSc1nnc(Cc2ccccc2)n1C,6,4,-10,0,19,-7,2,0,-4
CSc1ccc(OC2CCCCC2NS(=O)(=O)c2ccc(Cl)cc2)cc1 (stereo unspecified),16,-1,-7,-2,-10,-2,-7,-1,10
NC(=O)C[n+]1cccc(CNC(=O)c2ccc(OC(F)F)cc2)c1,2,2,0,-2,18,5,-7,9,1
Cc1cc(C(F)(F)F)nc(SCCN2CCOCC2)c1C#N,0,2,-3,-7,7,3,-3,-2,6
N#C/C(=C(/O)c1ccc([N+](=O)[O-])s1)c1nc2ccccc2[nH]1,2,5,-2,6,9,-7,0,2,0
O=[N+]([O-])c1cccc(NC(=S)Nc2nc(-c3ccccc3Cl)cs2)c1,8,8,-37,-12,20,-7,-21,-49,39*
O=C(Nc1ccc(Br)cc1Br)c1cccc2c1C(=O)N(C1CCCCC1)C2,-7,1,-4,-3,9,-4,-1,-4,0
Cc1nc(NC(=O)COc2ccccc2)sc1C(=O)Nc1ccccc1,3,4,-4,8,1,3,0,0,0
CCC(CO)NCC(O)COCc1ccc2c(c1)OCO2 (stereo unspecified),-3,8,-4,-3,3,-3,4,1,-3
O=C(NCc1ccco1)C1CCCN1S(=O)(=O)c1ccccc1C(F)(F)F (stereo unspecified),2,-2,-2,5,1,1,2,9,3
CCOC(=O)c1ccc(NC(=S)N2CCCC(C(=O)OCC)C2)cc1 (stereo unspecified),9,8,-4,3,-5,3,3,2,-3
O=C(c1cc(COc2ccc(F)cc2F)on1)N1CCCC(c2ccccc2)C1 (stereo unspecified),7,7,-8,0,-14,-1,2,11,3
Cc1ccc(S(=O)(=O)N(C)C)cc1NC(=O)COC(=O)c1c(-c2ccccc2)noc1C,3,6,3,0,10,-5,5,7,3
O=C(/C=C/c1ccccc1)NCCOc1ccccc1,3,4,4,5,-20,1,-3,-2,3
Fc1ccc(-c2nnc3n2CCCCC3)cc1,.,.,.,7,-1,-9,-1,4,3
O=C(O)C1CCCN1S(=O)(=O)c1ccccc1 (stereo unspecified),-1,12,-5,7,5,-1,-2,1,6
CCOC(=O)C1(Cc2ccccc2)CCN(Cc2ccc(C3CCCCO3)s2)CC1 (stereo unspecified),2,6,-3,6,7,-1,5,7,2
O=C(COC(=O)c1cccc(S(=O)(=O)N2CCN(c3ccc(F)cc3)CC2)c1)NCC1CCCO1 (stereo unspecified),2,1,19,13,-69,2,-2,-1,13
CCc1cc2cc(C(=O)Nc3ccc(F)cc3)sc2s1,1,-5,6,-1,-4,-2,-1,-1,4
O=C1CCC/C(=N/NC(=O)C2CCN(S(=O)(=O)c3cccs3)CC2)C1,8,6,6,4,2,0,-2,-3,6
Cc1cc(C)n(-c2ccc(C(=O)NCc3ccc(F)cc3)cc2)n1,-1,6,3,1,0,2,-4,6,3
CCCOP(=O)(c1ccc(N(C)C)cc1)C(O)c1cccnc1 (stereo unspecified),5,2,1,9,8,-3,-7,-7,3
COc1ccc2c(-c3cnc(N4CCOCC4)nc3)c(-c3ccc(S(C)(=O)=O)cc3)sc2c1,-5,-3,-7,.,16,-2,.,.,6
CNC(=O)CSc1nc(-c2ccccc2)c(-c2ccccc2)o1,-2,5,-2,4,23,2,3,7,3
O=C(O)CCNS(=O)(=O)c1ccccc1,0,3,6,4,3,-4,1,6,5
N/C(Cc1ccc(Cl)cc1)=N\OC(=O)Cc1ccc([N+](=O)[O-])cc1,9,2,9,0,15,1,-8,-2,17
COC(=O)C1=C(C)Nc2nnnn2C1c1cc(OC)ccc1OC (stereo unspecified),2,6,2,-3,0,-5,3,0,7
O=C1c2ccccc2NC(c2ccc(-c3cccs3)o2)N1O (stereo unspecified),5,10,8,.,3,-5,0,0,4
COc1cccc(/C=N/NC(=O)C(C)Sc2ccccc2)c1 (stereo unspecified),2,4,5,4,-2,-2,-3,5,3
Cc1nn(-c2ccccc2)c(C)c1NC(=O)COC(=O)c1ccccc1,4,-1,19,.,11,0,1,5,6
COc1ccc(C(=O)COC(=O)CNC(=O)c2ccc(Cl)cc2Cl)c(OC)c1,0,5,7,8,-60,-2,0,2,8
Cc1ccc(S(=O)(=O)N2CCOCC2)cc1C(=O)OCC(=O)c1ccc(Br)cc1,26*,-1,4,.,13,-2,-7,8,-5
O=C1CN(C(=O)CSc2nnc(-c3ccccc3)n2Cc2ccc3c(c2)OCO3)c2ccccc2N1,-2,3,-1,6,-14,0,-1,-7,-5
CS(=O)(=O)c1nc(S(=O)(=O)c2ccc(Cl)cc2)c(NCCN2CCOCC2)s1,-3,7,1,-1,2,-4,-1,-3,5
O=C(O)CCSc1nc2ccccc2s1,5,-3,-5,-7,8,-1,5,8,-3
O=C(CN1C(=O)c2ccccc2C1=O)NCC(=O)OCC(=O)c1ccc(Br)cc1,17,5,1,-4,-2,1,2,6,10
CCN(C(=O)C1CCN(c2nc(-c3ccc(OC)cc3)no2)CC1)c1ccccc1,6,1,-7,0,-12,1,-2,11,4
O=C(CSc1ncccn1)N/N=C/c1ccccc1[N+](=O)[O-],3,1,9,5,0,-8,1,-5,-3
CSc1ncccc1C(=O)OCC(=O)c1cc(C)n(CC2CCCO2)c1C (stereo unspecified),0,3,2,-3,2,1,-1,2,4
COCCSc1nnc(NC(=O)C2CC(=O)N(CCc3ccc(F)cc3)C2)s1 (stereo unspecified),6,-1,1,3,0,-1,-3,0,2
CO/N=C(\c1nonc1N)N1CCN(c2ccc([N+](=O)[O-])cc2Cl)CC1,0,2,-6,-1,17,2,6,15,5
CCN1CCN(Cc2coc3ccc(C)cc3c2=O)CC1,0,2,1,6,-1,-1,-1,-2,3
Cc1ccc(N(C(=O)CNC(=O)c2cccs2)C(C(=O)NC2CCCC2)c2ccncc2)cc1 (stereo unspecified),8,13,-5,1,0,3,4,2,1
CCOC(=O)C1=C(C)NC(C)=C(C(=O)OCC)C1/C=C/c1ccccc1OC,-1,10,-1,4,11,-3,1,10,15
Cc1nc2cccc(C(=O)Oc3ccc([N+](=O)[O-])cc3)c2o1,5,6,1,0,7,0,1,5,2
CCc1nnc(NC(=O)Cc2ccc(OC)c(OC)c2)s1,0,-1,2,5,7,-7,-1,-3,-2
CCOc1ccc(NC(=O)CN(C)C(=O)C2CCN(C(=O)c3ccc(Cl)cc3)CC2)cc1OCC,8,4,3,.,6,-6,1,3,4
CC1(C)Oc2ccc3ccc(=O)oc3c2-c2cn[nH]c21,0,6,1,10,12,-2,5,1,-1
CCN(CC)c1ccc(N=Nc2ncn[nH]2)cc1,.,.,.,2,-6,-14,-5,-13,-5
COc1cc(C(=O)N/N=C(\C)c2ccccn2)cc(OC)c1OC,8,3,9,3,14,1,0,8,-1
CN(C)C(C(=O)Nc1cc(Cl)cc(Cl)c1)c1ccccc1 (stereo unspecified),1,3,7,-3,-54,-3,0,-4,-4
CCOc1ccc(C(=O)N(CC)CC(=O)Nc2ccc3c(c2)OCCO3)cc1OCC,-1,6,2,.,3,-5,-2,3,1
COc1cc(C=C2C(=O)c3ccccc3C2=O)ccc1O,4,6,-4,-1,9,-35,0,2,7
Cc1c(O[C@@H]2O[C@H](CO)[C@@H](O)[C@H](O)[C@H]2O)c(CO)c(O[C@@H]2O[C@H](CO)[C@@H](O)[C@H](O)[C@H]2O)c2c1O[C@@H](c1ccccc1)C[C@@H]2O,-1,-3,1,.,7,-4,.,.,-1
# (list continues)
SMILES,PAFAH1B2 FP inh,PAFAH1B3 inh,PAFAH2 FP inh,GSTO1 inh,PREPL inh,PAD4 FP inh,LYPLA1 inh,LYPLA2 counter,pPAFAH inh
CCCN(CCC)C(=O)CP(=O)(c1ccccc1)c1ccccc1,5,6,-4,8,4,3,2,1,6
CC(C)(C)OC(=O)C[C@@H]1C/C=C\C[C@H](CC(=O)N(CCO)Cc2ccccc2)C(=O)N[C@H](C(C)(C)C)COC1=O,2,16,10,.,4,-1,.,.,-6
COc1cccc(COCC(O)CN2CCC(C(N)=O)CC2)c1 (stereo unspecified),2,3,-5,1,1,8,3,8,4
COc1ccccc1N1C(=O)CSC1=NC(=O)c1ccccc1,2,3,-1,-8,-2,-31,-2,0,-6
CC(C)(C)OC(=O)N[C@@H](COCc1ccccc1)C(=O)N[C@@H](CO)[C@H](O)[C@@H]1C[C@@H]1C(=O)N1CCCC1,-1,-6,2,0,15,-2,3,-1,-1
CCOC(=O)c1sc(NC(=O)c2sccc2C)cc1C,2,4,3,-13,1,-7,-12,-11,5
C#CCSc1ncc(S(=O)(=O)c2ccccc2)c(=O)[nH]1,3,7,0,-5,7,0,0,2,3
Cc1ccccc1C(=O)O/N=C1\CCS(=O)(=O)c2sccc21,12,-9,68*,1,30,-2,2,1,7
Cc1ccc(/C=C(\NC(=O)c2ccccc2)C(=O)NCC2CCCO2)o1 (stereo unspecified),1,0,5,3,9,-5,0,4,4
O=C(N/N=C/c1ccc([N+](=O)[O-])o1)c1ccccc1NS(=O)(=O)c1cccs1,6,5,6,-25,7,-5,-3,-3,34*
COc1ccc(Cc2nnc(NC(=O)C(C)(C)C)s2)cc1,10,2,8,4,-7,-5,3,-5,3
CCCCCc1ccc(OCCCC[n+]2ccccc2)c(CCCCC)c1,6,8,-9,9,14,0,2,3,-5
COC(=O)C1CCN(C(=O)NC2CCCCC2)CC1,-2,-4,-6,-5,8,1,0,-3,3
Cc1ccc(NC(=O)C(C)Sc2n[nH]c(CNc3ccccc3)n2)cc1 (stereo unspecified),9,5,-11,3,-15,-1,1,-5,3

# Among those listed so far, these have a CF3 group.
SMILES,PAFAH1B2 FP inh,PAFAH1B3 inh,PAFAH2 FP inh,GSTO1 inh,PREPL inh,PAD4 FP inh,LYPLA1 inh,LYPLA2 counter,pPAFAH inh
Cc1cc(C(F)(F)F)nc(SCCN2CCOCC2)c1C#N,0,2,-3,-7,7,3,-3,-2,6
O=C(NCc1ccco1)C1CCCN1S(=O)(=O)c1ccccc1C(F)(F)F (stereo unspecified),2,-2,-2,5,1,1,2,9,3

# These rows are one share of the data; count on the stated rates, not on these rows.
